Screening data deposited in PubChem BioAssay by The Scripps Research Institute Molecular Screening Center.
CHO-K1 Ca PAM: nonselective activator or artifact in parental CHO-K1 calcium assay; ATP EC20, Fluo-8 calcium fluorescence; 0% at ATP EC20, 100% at ATP max; activation, % at 3 µM; 360,000 compounds, 0.02% hits; AID 602247;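 active = activation above the run cutoff, the mean activation of all test compounds plus 3 SD, cut at about 40% in these data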;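 note: peak over basal fluorescence ratio in a 140 s read after ATP addition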
TAAR1 agonist: agonists of human TAAR1. Q96RJ0. CHO RD-HGA16 TAAR1, Fluo-8 calcium fluorescence; vehicle wells 0%, saturating PEA agonist 100%. activation, % at 3 µM. 360,000 compounds, 0.99% hits. AID 624467;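 active = activation above the mean activation of all test compounds in the run plus 3 SD, cut at about 38% in these data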
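Benchmarks: low control DMSO, high control PEA (EC100); System: CHO RD-HGA16 cells carrying human TAAR1 plus Gα16; Detection: Fluo-8 fluorescence, 5 s baseline then 140 s kinetic read; Schedule: 17-24 h plating, Fluo-8 75 min 37 °C, 30 min RT; Read-out basis: % activation from peak over basal fluorescence ratio, DMSO-to-PEA scaled.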
M1 ag parental: M1 agonist counterscreen hit in parental CHO-K1 cells; activation, % at 3 µM; Fluo-8 calcium fluorescence; scaled to maximal ATP response, vehicle zero; 360,000 compounds, 0.48% hits; in the data active = activation above about 15%;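 note: untransfected CHO-K1 host cells lacking M1 receptor as counterscreen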
M1 antag: antagonists of human M1 muscarinic receptor. AID 588852. 360,000 compounds, 1.3% hits. inhibition, % at 3 µM. P11229. CHO-K1 hM1, Fluo-8 calcium fluorescence, ACh EC80 antagonist;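 active = percent inhibition above its own plate's cutoff, namely the mean of that plate's compound wells plus 3 SD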;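 note: peak over basal fluorescence ratio during 140 s after agonist addition; 0% = ACh EC80 plus DMSO and 100% = DMSO alone without agonist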
Target sequence (P11229 whole entry, looked up): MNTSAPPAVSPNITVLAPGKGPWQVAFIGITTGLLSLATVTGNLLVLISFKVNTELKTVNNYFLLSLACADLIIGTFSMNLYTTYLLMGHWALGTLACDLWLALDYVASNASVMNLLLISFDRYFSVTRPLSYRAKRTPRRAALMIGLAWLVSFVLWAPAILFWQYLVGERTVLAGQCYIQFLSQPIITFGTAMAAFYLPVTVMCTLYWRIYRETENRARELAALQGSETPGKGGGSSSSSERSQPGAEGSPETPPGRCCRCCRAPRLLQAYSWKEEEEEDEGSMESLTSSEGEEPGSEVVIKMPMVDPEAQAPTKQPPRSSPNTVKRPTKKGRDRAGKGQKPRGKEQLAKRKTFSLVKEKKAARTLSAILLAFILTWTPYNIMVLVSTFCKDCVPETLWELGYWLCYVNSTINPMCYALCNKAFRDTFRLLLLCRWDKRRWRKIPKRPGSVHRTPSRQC
CHO parental Ca: counter-screen: ATP calcium response change in parental CHO cells; parental CHO-K1, ATP-induced calcium, Fluo-8 fluorescence; inhibition, % at 5.6 µM; 330,000 compounds, 0.63% hits; AID 463079;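 active = inhibition above that plate's mean sample inhibition plus 3 SD, cut at about 26% in these data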;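 note: 0% = ATP-challenged DMSO wells and 100% = DMSO wells without ATP; some compounds past the cut are filed as inactive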
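Assay system: untransfected parental CHO cell line. Also added: ATP agonist challenge. Dosing: one dose, 5.6 µM nominal. Measured by: Fluo-8 fluorescence. Read-out: % inhibition. Benchmarks: ATP wells versus no-ATP DMSO wells. Repeats: no replicates.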
M1 ag: activates human CHRM1 receptor; activation, % at 3 µM; 360,000 compounds, 0.33% hits; CHO-K1 hM1, Fluo-8 calcium fluorescence, agonist mode; 0% DMSO, 100% acetylcholine EC100; P11229;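 active = activation above the run's mean compound activation plus 3 SD, cut at about 16% in these data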;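 note: peak over basal fluorescence ratio within a 140 s kinetic read after compound addition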
OXTR potentiator: potentiators of human oxytocin receptor; P30559; CHO-OTR cells, Fluo-8 calcium fluorescence, potentiator mode; 0% = oxytocin EC15, 100% = EC100; activation, % at 3 µM; 320,000 compounds, 0.061% hits; AID 2445;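 active = activation above that plate's cutoff, the mean activation of tested compounds plus 3 SD, cut at about 6.6% in these data, passing the limit was not always enough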;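 note: 100% uses oxytocin at 75 nM as the full agonist control; some results filed as inactive read as strong as hits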
Target sequence (P30559 whole entry, looked up): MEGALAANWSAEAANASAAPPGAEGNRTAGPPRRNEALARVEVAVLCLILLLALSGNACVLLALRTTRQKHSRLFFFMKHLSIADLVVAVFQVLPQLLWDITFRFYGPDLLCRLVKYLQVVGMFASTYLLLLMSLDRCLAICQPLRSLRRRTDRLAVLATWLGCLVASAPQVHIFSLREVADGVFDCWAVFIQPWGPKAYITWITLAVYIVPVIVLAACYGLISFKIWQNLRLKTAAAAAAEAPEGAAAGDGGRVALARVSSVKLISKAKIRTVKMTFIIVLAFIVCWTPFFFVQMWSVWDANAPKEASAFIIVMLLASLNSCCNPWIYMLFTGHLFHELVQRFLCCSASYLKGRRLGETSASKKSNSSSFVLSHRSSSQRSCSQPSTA
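System: human OTR in CHO cells / Also added: sub-maximal oxytocin, roughly EC15 / Control set: EC15 oxytocin low, 75 nM oxytocin high / Schedule: 6 min compound pre-incubation at room temperature, 100 s kinetic read / Compound: single-point 3.0 µM / Replication: singlicate / Technique: Fluo-8 calcium dye fluorescence / Read-out basis: % activation of max/min ratio relative to oxytocin controls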
CHO-K1 Ca antag: M1 antagonist counterscreen hit in parental CHO-K1 cells. ATP-induced calcium, Fluo-8 fluorescence. inhibition, % at 3 µM. 360,000 compounds, 0.6% hits;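 active = inhibition above a per-plate cutoff, the plate's mean sample inhibition plus 3 SD, cut at about 24% in these data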;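 note: 0% = DMSO plus EC80 ATP and 100% = DMSO alone without ATP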
TAAR1 antag: antagonists of human TAAR1; AID 624466; inhibition, % at 3 µM; 360,000 compounds, 1.5% hits; CHO RD-HGA16 TAAR1, Fluo-8 calcium fluorescence, antagonist; Q96RJ0;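 active = inhibition above a per-plate cutoff, the mean inhibition of test compounds on that plate plus 3 SD, cut at about 49% in these data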;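 note: 0% = DMSO plus EC80 beta-PEA response and 100% = DMSO alone without agonist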
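Test system – hTAAR1-expressing CHO RD-HGA16 cells, Gα16-coupled · Also added – β-PEA at EC80 concentration, post-compound challenge · Compound – 3 µM, single point · Incubation – dye loading 75 min at 37 °C, then 30 min room temperature · Measured by – Fluo-8 intracellular calcium dye fluorescence, real-time kinetic reads · Benchmarks – vehicle and agonist controls · Replicates – singlicate, one well per test compound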
Numbers without * were called inactive; . = no result given.

SMILES	CHO-K1 Ca PAM	TAAR1 agonist	M1 ag parental	M1 antag	CHO parental Ca	M1 ag	OXTR potentiator	CHO-K1 Ca antag	TAAR1 antag
CCCCNC(=O)CCC(=O)Nc1ccc2nc(N3CCN(C)CC3)cc(C)c2c1	-16	0	0.0	10	-4	-1	3	3	-5
CCC(=O)NNc1nc2c(F)cc(F)cc2s1	20	0	0.1	-10	-4	-2	1	-10	-15
COc1cc(-c2nc3ccccn3c2/N=C/c2ccc(F)cc2)ccc1O	16	6	0.5	-7	-5	-7	-1	-10	11
N/C(=N/O)c1nc(N2CCCC2)nc(N(c2ccccc2)c2ccccc2)n1	20	18	1.5	7	-11	-3	-16	-14	25
O=C(NCCCn1ccnc1)c1cc2nc(-c3ccc(Br)cc3)cc(C(F)(F)F)n2n1	21	-3	0.0	-5	-51	-5	-11	-18	-30
O=C(NCCCN1CCCC1=O)c1ccc(S(=O)(=O)Nc2ccccc2)cc1	1	1	0.8	-15	-15	-5	-5	-9	-1
O=C(C(Sc1ccccc1)c1ccc(Br)cc1)N1CCOCC1 (stereo not given)	30	0	2.9	-5	-16	-7	-13	-9	-24
Cc1c(NC(=O)CN2CCCc3ccccc32)c(=O)n(-c2ccccc2)n1C	17	0	-0.1	-8	-1	-6	2	-5	0
Cc1ccc(S(=O)(=O)N(CCCO)CC(O)CON=C2c3ccccc3-c3ccccc32)cc1 (stereo not given)	14	8	1.9	-3	-6	-2	-15	-6	25
CCOC(=O)C1(CCCc2ccccc2)CCN(Cc2cnn(C)c2)CC1	6	1	2.7	-4	-16	-15	-18	-14	-9
CCOc1ccc(C2CC(c3cccc(OC)c3)Nc3ncnn32)cc1 (stereo not given)	-5	2	-0.3	0	-15	-5	-3	6	5
O=C(CSc1nc2ccc([N+](=O)[O-])cc2s1)NCC1CCCO1 (stereo not given)	-5	1	1.9	-6	-1	2	2	-14	-26
CCOC(=O)c1ccc(N=c2sc(C(=O)OC)cc(=O)n2Cc2ccc3c(c2)OCO3)cc1	6	-1	3.0	1	-7	-4	-2	-7	5
O=C(Nc1ccccc1N1CCCCC1)c1cc(S(=O)(=O)N2CCOCC2)ccc1F	12	-1	0.4	-8	.	-4	.	12	-29
Cc1cc(C)c(S(=O)(=O)c2cccc(Cl)c2)c(Cl)n1	-11	0	0.0	-7	-15	-4	-15	15	-17
CC(=O)c1ccc(NS(=O)(=O)c2cccc(C)c2)cc1	8	2	0.7	-11	-2	-6	-1	-3	21
N#Cc1c(NC(=O)Cn2c(=O)oc3ccccc32)oc(-c2ccccc2)c1-c1ccccc1	6	5	4.0	0	-9	-3	-6	5	1
CC(Sc1ccc(S(=O)(=O)N2CCOCC2)cc1[N+](=O)[O-])C(=O)O (stereo not given)	23	1	0.1	-17	-8	-7	-6	-10	3
CCOCCCNC(=O)C(c1ccc(C)cc1)N(Cc1ccc2c(c1)OCO2)C(=O)c1cnccn1 (stereo not given)	-6	12	0.8	-13	-8	-3	-7	15	21
Cc1c(C(=O)N(CC(C)C)c2c(N)n(Cc3ccccc3)c(=O)[nH]c2=O)sc2nc3n(c(=O)c12)CCC3	11	1	0.6	-13	9	-2	-4	-10	0
O=C(C(=Cc1ccc(O)cc1)c1ccccc1)c1ccccc1	19	-2	3.8	.	.	.	.	-22	-1
COc1ccc(OC)c(/C=C/C(=O)OCC(=O)Nc2cccc(Oc3ccccc3)c2)c1	11	6	0.7	5	-11	-1	-10	-5	6
CC(C)CNC(=S)NNC(=O)c1ccccc1OC(F)F	-3	9	0.2	1	1	-2	-4	2	-2
Fc1ccc(Nc2ccnc(Nc3ccc(F)cc3)n2)cc1	9	9	2.6	6	-10	-8	-6	1	18
CC(=O)Nc1sc2c(c1C(c1cccc(Cl)c1)N1CCN(CCO)CC1)CCCC2 (stereo not given)	-1	10	1.1	4	-7	-5	-8	8	3
C[C@@H]1CCC[C@@]2(O[C@H](CCO)C[C@H](O)[C@H]2O)O1	7	0	0.7	8	0	8	-3	-6	7
CCOc1cc(N2CCOCC2)c(OCC)cc1NC(=O)COc1ncnc2ccc(Br)cc12	24	9	1.1	-7	-9	-2	-9	-14	1
COc1ccc2c(c1)c1nnc(SCC(=O)N3CCCCC3C)nc1n2C (stereo not given)	5	0	0.3	-1	.	-3	.	-2	-9
Cc1noc(C)c1C(=O)N1CCCC(C(=O)c2cccc(OC(C)C)c2)C1 (stereo not given)	5	1	3.5	17	-19	-5	-6	-6	-3
NNc1nc(-c2ccccc2)c2ccccc2n1	17	7	-0.1	-3	-11	-3	-5	-19	26
CS(=O)(=O)N(CC(N)=O)c1ccc2c(c1)OCO2	17	0	0.9	-8	-5	-2	-7	-7	-31
CCc1ccc2c(COC(=O)C3CC(=O)N(CCc4ccccc4)C3)cc(=O)oc2c1 (stereo not given)	-25	2	0.2	-4	.	-1	.	10	2
Cc1ccc(CNC(=O)C2CCC(=O)N2C(C)C)cc1 (stereo not given)	5	-1	0.0	-15	-1	-1	-3	-7	12
CN1OC[C@@H]2CN(C(=O)Nc3ccccc3)[C@H](c3ccc(N4CCCCC4)cc3)C[C@@H]21	15	3	0.5	2	.	-2	.	4	-10
COc1cc2ccccc2cc1C(=O)NC1CCCC1	13	5	-0.7	-7	-12	-5	-1	-11	34
Cc1cccc(-c2cc3nc(-c4ccccc4)cc(N4CCC5(CC4)OCCO5)n3n2)c1	-4	9	0.0	-10	-25	6	2	6	19
CCOC(=O)CSc1nnc(C)c(C)n1	13	4	0.6	-8	2	-5	-5	-13	9
COc1ccc(-c2nc3c(C)cc(Br)cn3c2Cc2cccc(F)c2)cc1OC	18	-2	0.0	-39	.	-5	.	-17	-33
COc1nccnc1NS(=O)(=O)c1ccc(NC(=O)c2cccc(C)c2)cc1	19	8	1.7	-2	-7	-7	2	0	3
CCC(C)SCc1nc2ccccc2[nH]1 (stereo not given)	7	3	0.6	2	-16	-3	-7	1	-12
Cc1ccc(C(=O)CC2(O)C(=O)N(C)c3ccccc32)s1 (stereo not given)	16	10	0.3	-9	-4	-5	-1	-9	-17
O=C(CS(=O)(=O)c1ccccc1)N1CCc2ccccc21	28	-1	0.6	-7	-4	-8	-9	-12	-7
COc1ccccc1N1CCN(CC(=O)N2N=CCC2c2ccccc2)CC1 (stereo not given)	2	4	0.9	0	-12	-10	-10	-5	-2
COc1ccccc1-c1cccc([C@@H]2C[C@H]3[C@H](CON3C)CN2C(=O)C(C)(C)C)c1	29	-1	0.6	-4	.	-5	.	-11	-2
O=C(CN1C(=O)C2(OCCO2)c2cc(Br)ccc21)NO	15	7	1.0	-19	-5	-1	-6	-3	-29
O=C(NCc1ccccc1)C1=C[C@H](c2csc3ccccc23)C[C@H](OCc2ccc(CO)cc2)O1	-3	11	1.4	11	-7	-3	-11	2	47
Cc1ccc(-n2nc3c4c(cccc4c2=O)-c2ccccc2-3)cc1	-8	16	0.1	2	-8	-5	0	9	-15
CCO[C@H]1OC(C(=O)N2CCN(Cc3ccc4c(c3)OCO4)CC2)=C[C@@H](c2ccccc2)[C@@H]1CCCO	-8	10	2.9	2	-15	-2	-13	-8	9
CCCc1cc(=O)oc2cc(OC(C)C(=O)NC3CC(C)(C)NC(C)(C)C3)ccc12 (stereo not given)	19	3	0.8	-11	-8	-4	-8	-18	-13
N#C/C(=C\c1cn[nH]c1-c1ccccc1Br)C(=O)O	7	-1	0.2	-16	-11	1	-6	-4	-8
CCOC(=O)CSc1nnc(NC(=O)c2ccc3c(c2)OCO3)s1	-7	1	0.1	18	3	-2	-7	23	-8
Cc1ccccc1NC(=S)NNC(=O)c1cccnc1	18	3	0.6	-16	-10	-10	-6	-12	8
Cc1ccccc1CC(=O)N1CCCC1	-18	1	0.2	-4	-6	0	-4	11	-33
CCOC(=O)c1[nH]c(=O)[nH]c1COC(=O)c1cc2ccccc2o1	0	10	-0.1	-10	6	-5	-10	-8	3
CCOC(=O)C1CCCN(C(=O)c2ccc(-c3ccccc3Cl)o2)C1 (stereo not given)	12	4	0.9	-8	.	5	.	-1	13
